Compound activity (PubChem BioAssay)
SENP1 FRET inh: SENP1 (human) catalytic domain inhibition; Q9P0U3; recombinant SENP1 catalytic domain, CyPet-SUMO1-YPet FRET cleavage; inhibition, % at 10 µM; 360,000 tested, 0.21% active;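 active = inhibition at least 30% at 10 µM, raw YFP signal under a set limit, fluorescence ratio 0.5 to 1.5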;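 note: 0% = enzyme with DMSO and 100% = no enzyme wells; some results filed as inactive read as strong as hits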
Target sequence (Q9P0U3 419-644 limits assumed): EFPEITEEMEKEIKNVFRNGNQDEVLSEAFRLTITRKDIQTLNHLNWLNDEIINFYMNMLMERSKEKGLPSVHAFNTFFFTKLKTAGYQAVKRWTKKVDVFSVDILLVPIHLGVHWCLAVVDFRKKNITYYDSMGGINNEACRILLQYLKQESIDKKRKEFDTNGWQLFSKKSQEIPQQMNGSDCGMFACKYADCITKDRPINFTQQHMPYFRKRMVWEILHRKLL
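Test system: human SENP1 catalytic domain; medium: Tris pH 8 buffer plus EDTA, NaCl, BME, BSA, NP40, catalase; incubation: 50 min reaction at room temperature; technique: FRET, CFP and YFP emission; controls: no-enzyme low control and enzyme-plus-DMSO high control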
hIAP act: increases human intestinal alkaline phosphatase activity | purified human IAP, CDP-Star luminescence, 30 min; active compounds read high; 1 = vehicle-only enzyme, 0 = enzyme-free background | activation factor at 10 µM | 330,000 tested, 0.16% active;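 active = activation factor of the enzyme at least 2-fold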; note: the source names both 10 and 20 µM as test concentration; values of inactives mirror those of a sister screen read the other way
SENP8 inh: blocks human SENP8 cleavage of Nedd8 substrate. recombinant SENP8, Nedd8 substrate fluorescence. inhibition, % at 20 µM. 360,000 tested, 0.64% active; in the data active = inhibition mostly above about 40%, no sharp cut-off; inactive = mostly below about 27%
Target sequence (Q96LD8 whole entry, looked up): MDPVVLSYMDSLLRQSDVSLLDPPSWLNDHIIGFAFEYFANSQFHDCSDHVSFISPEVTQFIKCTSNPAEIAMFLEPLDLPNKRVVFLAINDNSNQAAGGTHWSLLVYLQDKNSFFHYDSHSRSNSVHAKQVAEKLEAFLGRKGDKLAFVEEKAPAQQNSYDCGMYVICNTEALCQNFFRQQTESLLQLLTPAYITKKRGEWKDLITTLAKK
NR3A LBD binder: NR3A (human) ligand-binding domain modulation. NR3A LBD differential scanning fluorimetry, Tm shift; 0% = protein alone, 100% = glycine-bound protein. Tm shift relative to glycine control, % at 25 µM. 340,000 tested, 2.5% active. AID 1259313;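 active = melting temperature shift of at least 10% of the positive control shift, at one fixed dose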
MPTP inh: inhibitors of mitochondrial permeability transition pore | isolated mouse mitochondria, Ca2+ swelling absorbance, 30 min | inhibition, % at 10 µM | 360,000 tested, 1.4% active;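 active = inhibition of 50% or more, scaled per plate between neutral and stimulator controls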;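 note: 0% = DMSO wells given calcium and 100% = 1 mM EGTA wells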
SENP6 block: SENP6 protease inhibition | inhibition, % at 10 µM | Q9GZR1 | 330,000 tested, 1.8% active | Recombinant SENP6 catalytic domain, aminoluciferin luminescence | AID 2599;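 active = inhibition above about 50% at the single tested dose, limit read from the data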;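 note: plate controls were DMSO wells with enzyme for no effect and DMSO wells lacking enzyme for full effect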
Target sequence (Q9GZR1 628-1112 limits assumed): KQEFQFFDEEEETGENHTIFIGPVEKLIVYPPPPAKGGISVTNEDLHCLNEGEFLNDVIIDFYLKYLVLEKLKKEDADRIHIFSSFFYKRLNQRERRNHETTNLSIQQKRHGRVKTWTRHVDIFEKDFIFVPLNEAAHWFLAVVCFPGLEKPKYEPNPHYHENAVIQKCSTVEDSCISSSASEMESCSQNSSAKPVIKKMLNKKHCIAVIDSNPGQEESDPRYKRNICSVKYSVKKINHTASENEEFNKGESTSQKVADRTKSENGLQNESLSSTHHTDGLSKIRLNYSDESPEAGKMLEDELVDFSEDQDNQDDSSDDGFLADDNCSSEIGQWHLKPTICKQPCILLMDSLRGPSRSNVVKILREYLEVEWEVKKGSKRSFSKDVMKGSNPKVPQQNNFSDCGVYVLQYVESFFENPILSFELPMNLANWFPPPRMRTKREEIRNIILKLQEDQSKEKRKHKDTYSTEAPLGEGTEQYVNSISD
PfGluPho inh: PfG6PD (Plasmodium falciparum) enzyme inhibition; PfGluPho enzyme, NADPH resazurin-diaphorase fluorescence; inhibition, % at 20 µM; 350,000 tested, 0.78% active; AID 504690;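 active = inhibition reaching at least a set limit at 20 µM in the primary screen, cut at about 59% in these data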;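 note: 0% = DMSO wells with substrate and 100% = DMSO wells lacking glucose-6-phosphate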
ATG4B inhibitor: inhibitors of human ATG4B cysteine protease; ATG4B cleavage of LC3-PLA2, NBD-HPC fluorescence, 1 h; 340,000 tested, 0.51% active; AID 504462; inhibition, % at 8.33 µM; Q9Y4P1; in the data active = inhibition above about 40%
* hit, by the source's call; / = not tested or not shown. Outcome played no part in choosing rows; about 6.7% have a hit in one of these screens.

SMILES	SENP1 FRET inh	hIAP act	SENP8 inh	NR3A LBD binder	MPTP inh	SENP6 block	PfGluPho inh	ATG4B inhibitor
CCN1CCN(c2ccc(S(=O)(=O)N3CCCCC3)cc2NC(=O)COc2ccc(Cl)c(C)c2)CC1	-2	0.96	2	-5	0.3	-5	18	-3
COc1ccc(NC(=O)CCCN2C(=O)CCC2=O)cc1Cl	1	0.98	4	-3	2.8	0	-6	-8
Cc1ccc(Oc2nc(CN3CCOCC3)nc3sc4c(c23)CCC(C)C4)cc1 (stereo not given)	-2	0.95	-4	-1	-1.4	-13	16	-2
CCC(=O)Nc1nnc(-c2ccncc2)s1	-1	1.1	-208	2	0.0	-10	-4	-7
O=C(CSc1nc2cc(Cl)ccc2o1)c1cccs1	2	1	15	-9	2.7	28	26	13
CCOC(=O)C1=C(C)Nc2ccccc2N=C1NC(=O)CCCN1C(=O)c2ccccc2C1=O	0	0.97	21	1	-0.2	-7	-4	-3
COc1ccc(S(=O)(=O)N2CCN(Cc3ccc4c(c3)OCO4)CC2)cc1F	0	0.98	7	-1	0.6	-20	-12	-4
Fc1ccc(-c2cc3nc(-c4ccccc4)cc(N4CCOCC4)n3n2)cc1	-80	1.6	-269	-7	1.7	-13	-19	-1
C=C(C)Cn1c(SCC(=O)N/N=C/c2c(O)ccc3ccccc23)nc2ccccc2c1=O	-51	0.78	-71	-2	66*	-2	3	41*
CC(C)(C)NCC(O)COc1cccc2[nH]c(=O)[nH]c12 (stereo not given)	1	1.1	-2	1	1.3	6	3	-1
COCCn1c(=NC(=O)c2sc3ccccc3c2Cl)sc2cc(S(N)(=O)=O)ccc21	-1	1	-401	23*	-1.8	4	-7	-24
CCn1c2ccccc2c2n[nH]c(=S)nc21	2	0.91	13	3	0.3	7	56	-5
O=C1C2C3C=CC(C3)C2C(=O)N1c1cccc(N2C(=O)C3C4C=CC(C4)C3C2=O)n1 (stereo not given)	-11	0.85	5	1	0.0	0	-4	8
c1ccc(COC2CCCN(Cc3nc(-c4cnccn4)no3)C2)cc1 (stereo not given)	2	1.1	14	1	0.1	26	-2	-10
Cc1cc(Cl)ccc1OCC(=O)Nc1ccc2oc(=O)ccc2c1	-5	0.97	-163	-2	1.3	-22	2	0
Cc1ccc(C(=O)NCC2CCCO2)cc1[N+](=O)[O-] (stereo not given)	3	0.86	14	0	1.6	-6	3	27
Nc1nonc1C(=O)N1CCCC1	0	1.1	18	-4	0.8	-9	-6	4
COC(=O)CSc1nnc(-c2cccc(NC(=O)c3ccc(C)cc3)c2)n1C	1	1	10	0	1.7	0	10	-4
Cc1nc(CCNC(=O)CC2C(=O)NCCN2Cc2ccccc2)sc1C (stereo not given)	-9	1.1	-33	2	-0.5	-11	-5	4
Cc1ccc(N(CC(=O)Nc2cccc(N(C)S(C)(=O)=O)c2)S(C)(=O)=O)cc1	-1	0.78	14	0	-3.2	-3	-12	-2
O=C(NCC1CCCO1)c1ccc([N+](=O)[O-])o1 (stereo not given)	2	1	16	3	-0.1	14	0	3
CNC(=O)c1nn(-c2ccc(Cl)cc2)ccc1=O	2	1.1	4	1	-0.6	-6	-11	-5
COC(=O)c1c(N)c(C#N)c2n1CCCCC2	-4	1	7	-3	-1.8	3	1	0
O=C(COC(=O)/C=C/c1nc2ccccc2s1)Nc1cccc(Cl)c1Cl	-4	1.1	-119	0	0.6	7	-10	21

2 entries drawn at random from the list so far, as already listed:
SMILES	SENP1 FRET inh	hIAP act	SENP8 inh	NR3A LBD binder	MPTP inh	SENP6 block	PfGluPho inh	ATG4B inhibitor
c1ccc(COC2CCCN(Cc3nc(-c4cnccn4)no3)C2)cc1 (stereo not given)	2	1.1	14	1	0.1	26	-2	-10
Cc1cc(Cl)ccc1OCC(=O)Nc1ccc2oc(=O)ccc2c1	-5	0.97	-163	-2	1.3	-22	2	0

Later entries:
SMILES	SENP1 FRET inh	hIAP act	SENP8 inh	NR3A LBD binder	MPTP inh	SENP6 block	PfGluPho inh	ATG4B inhibitor
CC1=CC(C)(C)N2C(=O)C3(C(C#N)=C(N)OC4=C3C(=O)CC(C)(C)C4)c3c(C)c(C)cc1c32 (stereo not given)	0	0.89	17	-1	-3.0	8	-7	-4
COCCNCCCCOc1ccc(Br)cc1C	3	0.94	21	-1	-0.4	3	-8	6
Cc1nn(-c2ccccc2)c(C)c1C(=O)Oc1ccccc1	0	1.1	-10	0	0.6	-14	1	-6
COc1ccc(CNC(=O)C2CCCN(Cc3nc(-c4cccc(C)c4)oc3C)C2)cc1 (stereo not given)	-1	0.94	6	0	1.1	-13	-6	-18
O=C(Cn1cc([N+](=O)[O-])cn1)NCc1ccco1	-3	1.1	2	-2	2.4	-8	14	-3
COc1ccc(Nc2nnc(SCC(=O)c3cc4ccccc4o3)s2)cc1	-2	0.9	2	-5	3.4	12	5	0
COC(=O)c1ccc(-n2cnc3ccccc32)nc1	1	0.93	-4	2	2.1	5	-10	2
CCN(CC(=O)NC1CCS(=O)(=O)C1)S(=O)(=O)c1ccc(F)cc1 (stereo not given)	0	0.89	8	2	-1.1	-22	-15	1
CCC(=O)OCCn1c(Br)nc2c1c(=O)[nH]c(=O)n2C	-2	0.97	8	0	-0.4	-1	11	-8
Cc1cc(NC(=O)CSc2nnc(CNC(=O)c3cccc(C(F)(F)F)c3)o2)no1	2	1.4	-5	-4	0.4	-2	-8	-13
COc1ccc(/C=N/NC(=O)c2ccn[nH]2)cc1Cn1cc([N+](=O)[O-])cn1	2	1.7	15	1	2.6	-41	5	7
CC(C)=C1Cc2ccccc2C1=O	2	1	6	2	0.1	1	-15	0
Cc1sc2ncnc(N[C@@H](Cc3ccccc3)C(=O)O)c2c1C	-7	1.1	-4	1	0.1	-22	-13	7
Cc1cccc(NC(=S)NCc2cccs2)c1	1	0.9	15	2	4.2	13	-5	5
O=C(C1=C[C@H](c2ccc3c(c2)OCO3)C[C@H](OCc2ccc(CO)cc2)O1)N1CCN(Cc2ccc3c(c2)OCO3)CC1	-1	0.89	5	-3	0.6	-9	24	-10
O=C(NCCCn1ccnc1)/C(=C\c1cccnc1)NC(=O)c1ccccc1F	-3	0.95	10	-4	-0.2	-6	-6	-7
COc1cc(CC(=O)N2CCc3ccccc32)cc(OC)c1OC	2	1.2	15	-1	2.6	2	15	-9
Cc1nnsc1C(=O)Nc1ccc(Cl)cc1	1	1.1	7	0	6.4	12	3	1
COc1ccc(C(=O)Nn2c(C)ccc2C)cc1OC	1	0.88	-25	0	-1.2	-16	18	17
COC(=O)[C@@]12CCCCN1[C@H](c1ccc(-c3ccc(OC)cc3)cc1)[C@H]1C(=O)N(C)C(=O)[C@H]12	1	0.97	0	-2	0.9	2	26	-5
COc1ccc(C2(CNC(=O)c3ccccc3)CCCC2)cc1OC	-2	0.95	14	2	1.2	-7	-14	-3
COc1cccc(-c2nnc(SCN3C(=O)c4ccccc4C3=O)n2C)c1	0	0.88	16	10	1.3	-4	-5	-15
CC(C)C[C@@H](CO)N1CCN(Cc2ccc(O)cc2)CCC1=O	-2	0.88	-5	1	-1.3	-2	-1	-4
CON(C)S(=O)(=O)c1cccc(C(=O)Nc2ccc(S(=O)(=O)NC3=NCCCCC3)cc2)c1	0	1	6	1	-0.3	-18	-6	-7
O=C(NCC1OCCc2ccccc21)c1ccc(NC(=O)c2ccc(Cl)cc2)cc1 (stereo not given)	0	0.78	2	-7	1.3	-6	-5	22
CCC(C)c1ccccc1NC(=O)COC(=O)C1=NN(c2ccccc2)C(=O)CC1 (stereo not given)	1	0.95	5	3	1.7	-29	15	-10
Cc1cc(C)nc(N/N=C/c2ccncc2)n1	1	1.1	22	1	-0.1	2	1	1
COc1ccc2c3c([nH]c2c1)C(C)N(C(C)=O)CC3 (stereo not given)	0	0.97	4	-4	0.8	0	-2	-4
O=C(O)c1ccc(C(=O)c2ccc3c(c2)C(=O)N(CC2CCCO2)C3=O)cc1 (stereo not given)	3	1.3	18	1	0.4	2	-19	5
CCC(C)NC(=O)Cn1c(=O)n(CCCCC(=O)NCc2ccco2)c(=O)c2ccccc21 (stereo not given)	1	1.3	13	-7	-0.7	-14	1	-1
CC(C(=O)Nc1ccc2c(c1)OCO2)N(C)CC(=O)Nc1ccccc1Cl (stereo not given)	0	1.1	9	2	2.0	2	10	2
CCOC(=O)N1CCN(C(=O)C2CCC(=O)N2C(C)C)CC1 (stereo not given)	-1	0.9	6	3	-1.2	1	-7	0
CC1=NN(c2ccccc2)C(=O)C1C=Nc1ccccc1O (stereo not given)	7	1.9	30	-8	4.0	-70	-14	22
CC1CC(=O)Nc2ccccc2N1S(=O)(=O)c1ccc(F)cc1F (stereo not given)	2	1.1	7	0	0.4	-9	-4	-3
Cc1ccc(NC(=O)CN(C)C(=O)COC(=O)COc2cc(C)cc(C)c2)cc1	2	/	1	/	-0.1	/	15	/
O=C(O)CNS(=O)(=O)c1c(Cl)cccc1Cl	2	0.93	18	-2	-0.6	-8	3	7
COc1cccc(N2CCN(c3nc(C)cc(C)c3C#N)CC2)c1	1	1.1	-9	2	0.5	-8	-18	-4
CN(C(=O)c1cc2ccccc2oc1=O)C1(C)CCS(=O)(=O)C1 (stereo not given)	0	0.91	16	-1	-1.6	-5	-3	0
CC(NC(=O)CN(c1cccc(C(F)(F)F)c1)S(C)(=O)=O)c1ccccc1 (stereo not given)	1	0.9	4	0	1.4	-6	1	-10
CCc1ccc(C(=O)OCC(=O)Nc2c(C)n(C)n(-c3ccccc3)c2=O)cc1	2	/	11	/	-2.4	/	-9	/
O=C1Cc2cc([N+](=O)[O-])ccc2N1c1c(Cl)cccc1Cl	1	0.84	14	3	-0.5	2	17	2

Entries listed so far with a Cl atom:
SMILES	SENP1 FRET inh	hIAP act	SENP8 inh	NR3A LBD binder	MPTP inh	SENP6 block	PfGluPho inh	ATG4B inhibitor
CCN1CCN(c2ccc(S(=O)(=O)N3CCCCC3)cc2NC(=O)COc2ccc(Cl)c(C)c2)CC1	-2	0.96	2	-5	0.3	-5	18	-3
COc1ccc(NC(=O)CCCN2C(=O)CCC2=O)cc1Cl	1	0.98	4	-3	2.8	0	-6	-8
O=C(CSc1nc2cc(Cl)ccc2o1)c1cccs1	2	1	15	-9	2.7	28	26	13
COCCn1c(=NC(=O)c2sc3ccccc3c2Cl)sc2cc(S(N)(=O)=O)ccc21	-1	1	-401	23*	-1.8	4	-7	-24
Cc1cc(Cl)ccc1OCC(=O)Nc1ccc2oc(=O)ccc2c1	-5	0.97	-163	-2	1.3	-22	2	0
CNC(=O)c1nn(-c2ccc(Cl)cc2)ccc1=O	2	1.1	4	1	-0.6	-6	-11	-5
O=C(COC(=O)/C=C/c1nc2ccccc2s1)Nc1cccc(Cl)c1Cl	-4	1.1	-119	0	0.6	7	-10	21
Cc1nnsc1C(=O)Nc1ccc(Cl)cc1	1	1.1	7	0	6.4	12	3	1
O=C(NCC1OCCc2ccccc21)c1ccc(NC(=O)c2ccc(Cl)cc2)cc1 (stereo not given)	0	0.78	2	-7	1.3	-6	-5	22
CC(C(=O)Nc1ccc2c(c1)OCO2)N(C)CC(=O)Nc1ccccc1Cl (stereo not given)	0	1.1	9	2	2.0	2	10	2
O=C(O)CNS(=O)(=O)c1c(Cl)cccc1Cl	2	0.93	18	-2	-0.6	-8	3	7
O=C1Cc2cc([N+](=O)[O-])ccc2N1c1c(Cl)cccc1Cl	1	0.84	14	3	-0.5	2	17	2
